# From PubChem
# Diaph inh CS: inhibits diaphorase or chemically oxidizes, flagging diaphorase assay artifacts. diaphorase resazurin-to-resorufin fluorescence, NADH, 16 min; bacterial (C. kluyveri) enzyme, not human. inhibition, % at 20 µM. 190,000 compounds, 0.69% hits;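 active means primary screen inhibition at 20 µM above a set limit, cut at about 50% in these data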;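 further: plate controls were DMSO with full reaction for no effect and wells lacking NADH for full effect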
#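 material = Clostridium kluyveri diaphorase enzyme | amount = 0.14 U/mL diaphorase, enzyme working solution | schedule = incubation 16 min, room temperature | detection = fluorescence of resorufin formed from resazurin, Ex 544/Em 590 nm | benchmarks = positive control minus NADH, DMSO neutral control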
# STAT1 act: STAT1 signaling activation; activation (% of control), % at 5.5 µM; AID 932; 200,000 compounds, 2.6% hits; NIH 3T3 STAT1-luciferase reporter, IFN-gamma, luminescence; 100% = IFN-gamma alone, no compound;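 active means activation above the screen-wide mean activation plus 3 SD, cut at about 130% in these data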;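 further: raw ratio to IFN-gamma control signal so 100% means no change and 0% no light; values of inactives mirror those of a sister screen read the other way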
# TLR4 MyD88 comp: blocks binding of human TLR4 to MyD88; O00206+Q99836; HeLa CL3-4 TLR4/MyD88 BLA complementation, FRET ratio; inhibition, % at 8.4 µM; 200,000 compounds, 0.18% hits; AID 861; in the data active means inhibition above about 25%;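 further: 0% = vehicle and 100% = reference inhibitor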
# FLuc stim CS: firefly luciferase counter-screen for stimulation assays; P08659; 200,000 tested, under 10 active; activation factor at 10 µM; ATPlite luciferase biochemical, luminescence, 10 min; 0 = ATP-free wells, 1 = DMSO control;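 active means luciferase activation factor, scaled between plate controls, of at least 2 with compound at 10 µM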
# Target sequence (P08659 whole entry, looked up): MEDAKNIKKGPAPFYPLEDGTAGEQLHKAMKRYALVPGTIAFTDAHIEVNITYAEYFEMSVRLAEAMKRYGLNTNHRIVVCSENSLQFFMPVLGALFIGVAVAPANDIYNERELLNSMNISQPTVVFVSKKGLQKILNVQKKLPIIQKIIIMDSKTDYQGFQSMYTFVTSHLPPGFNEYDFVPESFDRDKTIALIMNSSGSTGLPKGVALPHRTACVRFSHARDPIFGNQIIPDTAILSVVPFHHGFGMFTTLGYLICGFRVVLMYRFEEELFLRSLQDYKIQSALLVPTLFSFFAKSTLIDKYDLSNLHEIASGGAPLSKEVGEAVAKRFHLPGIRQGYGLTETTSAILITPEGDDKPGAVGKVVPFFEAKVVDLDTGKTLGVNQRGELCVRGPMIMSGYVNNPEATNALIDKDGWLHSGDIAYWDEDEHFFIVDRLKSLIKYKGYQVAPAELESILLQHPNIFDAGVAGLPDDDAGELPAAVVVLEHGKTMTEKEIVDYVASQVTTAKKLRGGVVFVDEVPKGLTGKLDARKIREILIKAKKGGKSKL
#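 test system = cell-free luciferase reagent | medium = PBS as buffer for the ATP substrate | dosing = test compounds dosed from 2 mM stocks in 100% DMSO | incubation = 10 min at ambient temperature | detection = luminescence measurement of luciferase light output | benchmarks = low control with PBS replacing ATP, high control enzyme plus ATP without compound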
# FLuc inh counter: inhibits firefly luciferase, flagging false hits in luciferase inhibition screens; 200,000 compounds, 1.5% hits; P08659; ATPLite firefly luciferase biochemical luminescence, 10 min; inhibition, % at 10 µM;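 active means inhibition above about 50% when tested at 10 µM, limit read from the data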
# G6PDH counter: counter-screen for G6PDH assay hits: L. mesenteroides G6PDH inhibition | Purified L. mesenteroides G6PDH, diaphorase/resazurin coupled fluorescence, 45 min | inhibition, % at 5 µM | 200,000 compounds, 0.12% hits; in the data active means inhibition above about 50%
# APP 5UTR inh: APP translation inhibition. SH-SY5Y APP 5'UTR-luciferase reporter, luminescence. inhibition, % at 2 µM. 190,000 compounds, 0.82% hits. AID 1285;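 active means inhibition above a set limit, derived from the sample mean plus 3 SD, cut at about 45% in these data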; further: values of inactives mirror those of a sister screen read the other way
# APP 5'UTR act: activates APP 5'UTR luciferase reporter | SH-SY5Y APP 5'UTR luciferase reporter, luminescence; zero percent = DMSO vehicle wells | 190,000 compounds, 1% hits | activation, % at 2 µM;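 active means activation above a set limit, based on mean plus 3 SD of controls, cut at about 140% in these data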; further: values of inactives mirror those of a sister screen read the other way
# Diaphorase act: counter-screen for diaphorase-based assays: diaphorase activators and chemical reducers. Diaphorase/resazurin coupled assay, resorufin fluorescence, 16 min; stronger effect = higher value; 1 = vehicle wells, 0 = NADH-free wells. activation factor at 20 µM. 190,000 compounds, 0.005% hits. AID 1229;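 active means diaphorase activity raised at least twofold by the compound at 20 µM; inactive means activation factor below 2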
#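 System – purified diaphorase enzyme from Clostridium kluyveri · Input – enzyme 0.07 U/mL final · Also added – final NADH 0.114 mM, resazurin 0.1 mM · Measured by – fluorescence of resorufin, 544 nm excitation, 590 nm emission · Timing – 16 min enzyme reaction, ambient temperature · Measure – resorufin increase flagging diaphorase activators or reducers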
# NF-kB expr up: NF-kB expression increase, human neuronal cells; fold change at 12.5 µM; AID 1239; 190,000 compounds, 1.6% hits; NF-kB reporter expression; stronger effect = higher value; in the data active means fold change above about 3.3
# An asterisk follows results filed as active; . = no result given. An excerpt. The share of hits here may be higher or lower than overall.
cpd	smiles	Diaph inh CS	STAT1 act	TLR4 MyD88 comp	FLuc stim CS	FLuc inh counter	G6PDH counter	APP 5UTR inh	APP 5'UTR act	Diaphorase act	NF-kB expr up
1	Cc1ccc(N2C(=O)NC(=O)/C(=C/C=C/c3ccco3)C2=O)cc1	14	95	2	1.1	-6	-5	-4	4	0.9	0.9
2	FC(F)(F)c1ccc2c(c1)NP(=S)(N1CCOCC1)c1nccn1-2 (configuration not stated)	10	102	-4	1.1	-5	1	1	-1	0.9	1.2
3	CCOC(=O)c1cc(C(O)(C(=O)OC)C(F)(F)F)c(/N=C/N(C)C)o1 (configuration not stated)	-2	99	4	1.1	-10	0	-4	4	1	1.1
4	CCCNC(=O)c1c(N)n(Cc2ccco2)c2nc3ccccc3nc12	40	98	-19	1.1	-5	4	-6	6	0.6	0.97
5	CCC(=NCCO)c1c(O)n(-c2ccc(Cl)cc2)c(=O)[nH]c1=O	-8	104	0	1	5	2	-9	9	1.1	1
6	CC(C)n1c(=O)c(C=Nc2ccc(Cl)cc2)c(O)n(Cc2ccco2)c1=O	24	97	6	1.1	-5	7	-5	5	0.8	1.4
7	CCCCCn1c(N)c(C(=O)NCc2cccs2)c2nc3ccccc3nc21	32	106	-22	1.1	-9	33	-5	5	0.7	0.92
8	Cc1nn(C2CCOC(C)(C)C2)c2c1C(c1ccc(OC(C)C)cc1)SCC(=O)N2 (configuration not stated)	5	104	-3	1	-2	-1	4	-4	0.9	1.1
9	COc1cc(OC)c(C=O)c(OC(=O)N(C)C)c1	0	106	-7	1.1	-8	0	10	-10	1	0.78
10	CC1(C)NCCN2C(=O)CSC21 (configuration not stated)	-2	95	6	1	-3	16	0	1	1	0.83
11	O=C(Nc1ccccc1OC(=O)N1CCCCC1)N1CCCCC1	-6	97	0	1	0	2	9	-9	1.1	1.3
12	CN1CCN(c2ncnc3nc[nH]c23)CC1	-11	96	-6	1	-4	2	6	-6	1.1	1
13	CN1CCN(c2ccc(S(=O)(=O)C(F)(F)F)cc2[N+](=O)[O-])CC1	10	100	-2	1.1	-6	-5	-5	5	0.9	0.9
14	O=C(c1ccccc1F)c1cn(Cc2ccccc2)c2ccccc12	21	102	9	1	-4	1	-1	1	0.8	0.84
15	O=C(CN1CCCC1=O)NCCc1ccccc1	-9	105	1	1	-4	3	15	-15	1.1	0.96
16	Cc1ccc2c(c1)=C/C(=C\c1c(O)[nH]c(=O)[nH]c1=O)C(=O)N=2	66*	103	-13	1	-3	1	-11	11	0.3	0.97
17	CC(C)C(=O)Nc1ccc(S(=O)(=O)N2CC3CC(C2)c2cccc(=O)n2C3)cc1 (configuration not stated)	3	94	-10	1.1	-9	-1	15	-15	1	1.1
18	NC(=O)CSP(=O)(c1ccccc1)c1ccccc1	14	102	-2	1	-4	-7	-4	4	0.9	1.1
19	COc1cc2c(cc1OC)-c1c(OC)c(OC)cc3c1C(C2)N(C)CC3 (configuration not stated)	35	106	8	1.1	-10	48	14	-14	0.6	1.4
20	CC1CCCCN1C(=O)c1ccc(N2CC3CC(C2)c2cccc(=O)n2C3)c([N+](=O)[O-])c1 (configuration not stated)	5	106	-13	1	-1	1	-27	27	1	0.9

# An excerpt from above, reduced to FLuc inh counter, APP 5UTR inh and Diaphorase act:
no.	SMILES	FLuc inh counter	APP 5UTR inh	Diaphorase act
10	CC1(C)NCCN2C(=O)CSC21 (configuration not stated)	-3	0	1
17	CC(C)C(=O)Nc1ccc(S(=O)(=O)N2CC3CC(C2)c2cccc(=O)n2C3)cc1 (configuration not stated)	-9	15	1

# Continued.
cpd	smiles	Diaph inh CS	STAT1 act	TLR4 MyD88 comp	FLuc stim CS	FLuc inh counter	G6PDH counter	APP 5UTR inh	APP 5'UTR act	Diaphorase act	NF-kB expr up
21	COP(=O)(OC)C(NC(=O)C(C)(C)C)=C(Cl)Cl	2	96	7	1.1	-12	4	-1	1	1	1.1
22	Cc1nn(Cc2c(Cl)cccc2Cl)c(Cl)c1C(=O)O	1	96	-17	1.1	-6	3	-10	10	1	1
23	CCCCCCN1CCN(c2ccc(Cl)cc2)CC1	12	97	2	1	-5	-3	-18	18	0.9	1.9
24	CC(=O)N1N=C2C3CCN(CC3)C2C1c1cccc2ccccc12 (configuration not stated)	-16	106	0	1.1	-9	16	-10	10	1.2	0.91
25	Fc1ccccc1CCNCc1cccc2ccccc12	-1	99	6	1	-3	14	-12	12	1	1
26	NC(Cc1ccccc1)Cc1ccccc1	7	94	5	1.1	-6	-4	9	-9	0.9	1
27	CC(c1ccccc1)n1cncc1C(=O)O (configuration not stated)	12	105	14	1	-4	6	15	-15	0.9	1.4
28	N=C1c2ccccc2CN1NC(=O)c1ccc(Br)cc1	9	96	1	1	-2	9	-12	12	0.9	1.1
29	O=C(OCC(=O)c1ccc([N+](=O)[O-])cc1)/C(=C\c1ccc(Cl)cc1)NC(=O)c1ccccc1	21	98	-3	1	-5	2	-6	6	0.8	1.1
30	O=P(C(=Nc1ccc(Cl)cc1)N1CCOCC1)(N1CCOCC1)N1CCOCC1	8	101	3	1.1	-7	0	3	-3	0.9	1.2
31	COc1ccc2c(c1)CC1(CN2C)C(=O)NC(=O)N(CCc2ccccc2)C1=O (configuration not stated)	37	88	-15	1	-5	7	-9	9	0.6	1.5
32	CCCCn1c(O)c(C(C)=NCCCN(C)C)c(=O)[nH]c1=O	12	95	-9	1.1	-9	2	7	-7	0.9	1.5
33	CSc1ncc(/C=C2/C(=O)NC(=O)N(C3CCCCC3)C2=O)cn1	8	96	-9	1	-5	14	-18	18	0.9	1.2
34	CCCCC(CC)CNCC(O)c1ccccc1 (configuration not stated)	9	105	-2	1.1	-9	-1	-6	6	0.9	1.4
35	Cc1nc2ccccc2c(=O)n1-c1cc(F)ccc1F	-4	102	3	1.1	-10	8	9	-9	1	1
36	CSc1ccccc1C(=O)C1CCCN(Cc2ccncc2)C1 (configuration not stated)	-14	90	-6	1	-3	14	9	-9	1.1	1.3
37	Cc1nc2c(=O)n(C)c(=O)nc-2n(C)n1	34	15	-14	0.9	5	68*	6	-6	0.7	1.7
38	COc1ccc(-c2nn(CCC#N)cc2C(=O)O)cc1	0	109	0	1	-4	4	-3	3	1	1.2
39	CCOc1cccc(OCC)c2c(C)[n+](CC3CCCO3)c(C)c1-2 (configuration not stated)	31	101	10	1.1	-10	12	10	-10	0.7	0.73
40	COc1ccccc1-n1c(-c2cccs2)nc2ccccc2c1=O	14	100	-1	1.1	-6	0	23	-23	0.9	.
41	CC(=O)c1c(C)n(C2CCCCC2)c2ccc(O)cc12	50*	81	-15	1	-3	9	31	-31	0.5	0.92
42	c1ccc2c(CCNC3=NCCC3)c[nH]c2c1	-16	94	1	0.9	9	7	3	-3	1.2	1
43	CCn1cc(CN2CCCC(C(=O)c3sccc3C)C2)cn1 (configuration not stated)	21	94	-21	1.1	-7	12	6	-6	0.8	0.83
44	Cc1ccc2c(c1)N(CCC(=O)N1CCC3(CC1)OCCO3)C(=O)CO2	12	102	-12	1	-3	30	-3	3	0.9	1
45	CC(C)[C@H]1C(=O)N2CCC[C@H]2[C@]2(O)O[C@](NC(=O)[C@@H]3C=C4c5cccc6[nH]cc(c56)C[C@H]4N(C)C3)(C(C)C)C(=O)N12	35	82	0	1	-4	44	-2	2	0.6	0.8
46	O=[N+]([O-])c1ccc(N2CCNCC2)cc1NCC1CCCO1 (configuration not stated)	1	98	10	1	5	2	-7	7	1	1.9
47	CCc1ccc(C(=O)C23CN4CN(CN(C4)C2)C3)cc1	0	105	10	1	1	0	11	-11	1	1.2
48	CCC(=Nc1cc(OC)ccc1OC)c1c(O)[nH]c(=O)[nH]c1=O	17	95	-22	1.1	-8	6	0	0	0.8	0.9
49	O=c1[nH]c(=O)n(Cc2ccco2)c(O)c1C=NCc1cccs1	12	106	-6	1	0	-1	3	-3	0.9	0.91
50	CCc1ccc(NP(=O)(Oc2ccccc2F)Oc2ccccc2F)cc1	11	97	3	1	-1	4	-4	4	0.9	1.3
51	C[C@H]1OC[C@@H](C[N+](C)(C)C)O1	9	98	1	1	-1	10	-4	4	0.9	1.3
52	COc1ccc(CN2C(=O)NC(=O)/C(=C\c3ccco3)C2=O)cc1	14	103	12	1	-3	1	-9	9	0.9	1.2

# By substructure, the entries above containing a carbonyl joined to an NH by a bond outside any ring
cpd	smiles	Diaph inh CS	STAT1 act	TLR4 MyD88 comp	FLuc stim CS	FLuc inh counter	G6PDH counter	APP 5UTR inh	APP 5'UTR act	Diaphorase act	NF-kB expr up
4	CCCNC(=O)c1c(N)n(Cc2ccco2)c2nc3ccccc3nc12	40	98	-19	1.1	-5	4	-6	6	0.6	0.97
7	CCCCCn1c(N)c(C(=O)NCc2cccs2)c2nc3ccccc3nc21	32	106	-22	1.1	-9	33	-5	5	0.7	0.92
11	O=C(Nc1ccccc1OC(=O)N1CCCCC1)N1CCCCC1	-6	97	0	1	0	2	9	-9	1.1	1.3
15	O=C(CN1CCCC1=O)NCCc1ccccc1	-9	105	1	1	-4	3	15	-15	1.1	0.96
17	CC(C)C(=O)Nc1ccc(S(=O)(=O)N2CC3CC(C2)c2cccc(=O)n2C3)cc1 (configuration not stated)	3	94	-10	1.1	-9	-1	15	-15	1	1.1
18	NC(=O)CSP(=O)(c1ccccc1)c1ccccc1	14	102	-2	1	-4	-7	-4	4	0.9	1.1
21	COP(=O)(OC)C(NC(=O)C(C)(C)C)=C(Cl)Cl	2	96	7	1.1	-12	4	-1	1	1	1.1
28	N=C1c2ccccc2CN1NC(=O)c1ccc(Br)cc1	9	96	1	1	-2	9	-12	12	0.9	1.1
29	O=C(OCC(=O)c1ccc([N+](=O)[O-])cc1)/C(=C\c1ccc(Cl)cc1)NC(=O)c1ccccc1	21	98	-3	1	-5	2	-6	6	0.8	1.1
45	CC(C)[C@H]1C(=O)N2CCC[C@H]2[C@]2(O)O[C@](NC(=O)[C@@H]3C=C4c5cccc6[nH]cc(c56)C[C@H]4N(C)C3)(C(C)C)C(=O)N12	35	82	0	1	-4	44	-2	2	0.6	0.8
